KDM4C inh: KDM4C (human) demethylase inhibition; 0.15% of 96,000 active; inhibition, % at 12.5 µM; AID 720574; GST-KDM4C 2-372, H3K9me3 peptide, LANCE TR-FRET;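 active = mean replicate inhibition above about 25%, with at least 55% of replicates also reaching it, limit read from the data, passing the limit was not always enough; inconclusive = only one of those two conditions met; inactive = neither condition met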
Target sequence (Q9H3R0 2-372 limits assumed): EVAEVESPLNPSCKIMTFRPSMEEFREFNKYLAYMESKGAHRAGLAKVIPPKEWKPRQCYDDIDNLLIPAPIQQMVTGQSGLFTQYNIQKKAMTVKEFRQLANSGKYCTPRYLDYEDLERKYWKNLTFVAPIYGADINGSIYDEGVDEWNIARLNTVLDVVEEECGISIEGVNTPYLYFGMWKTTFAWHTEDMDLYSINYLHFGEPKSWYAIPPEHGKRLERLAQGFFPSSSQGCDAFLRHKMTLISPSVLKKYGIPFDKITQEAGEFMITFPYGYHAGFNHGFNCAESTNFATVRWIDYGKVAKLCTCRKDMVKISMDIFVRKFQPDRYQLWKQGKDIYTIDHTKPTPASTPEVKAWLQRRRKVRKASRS
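Compound: one test concentration per compound; Material: GST-GASC-1 enzyme fragment 2-372; Amount: GASC-1 enzyme at 10 nM final in reaction; Also added: H3K9me3 peptide substrate, Fe(II), 2-oxoglutarate; Technique: LANCE TR-FRET; Times: 30 min demethylation and 1 h detection at room temperature.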
Pf Dd2 growth: blocks growth of Plasmodium falciparum Dd2 parasites; P. falciparum Dd2 growth, SYBR Green, 72 h; hits give low values; activity change, % at 10 µM; 2.3% of 94,000 active; AID 1159554; in the data active = activity change below about -80%; inconclusive = no clear call, values can overlap the other calls
C diff growth: inhibitors of Clostridium difficile growth | AID 1259249 | Clostridium difficile clinical isolate growth, OD600, 24 h; hits give low values | growth activity, negative = inhibition, % at 16 µg/mL (by protocol) | 0.25% of 86,000 active;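 active = mean growth activity at or below -80% and every replicate also at or below -80%; inconclusive = mean at or below -80% but some replicate above -80%; inactive = mean growth activity above -80%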;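 note: 0% = DMSO wells and -100% = levofloxacin 16 µg/mL wells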
Tcruzi prolif: inhibitors of T. cruzi proliferation; T. cruzi beta-gal in NIH3T3, GalScreen luminescence, 90 h; 5.9% of 77,000 active; AID 624255; inhibition, % at 8.34 µM;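 active = mean inhibition above about 93%, with at least 55% of replicates each passing it, limit read from the data, passing the limit was not always enough; inconclusive = only one of those two conditions holds; inactive = neither condition holds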
* = called active by the depositor; ? = inconclusive; . = not tested or not shown; & = joins results of further samples. Rows are unselected; overall some 6.7% were active at least once.

SMILES	KDM4C inh	Pf Dd2 growth	C diff growth	Tcruzi prolif
COc1cccc(S(=O)(=O)N2CC3(CCN(C)CC3)c3c([nH]c4cc(OC)ccc34)[C@H]2CO)c1	-0.5	-31	-3	.
CN1c2ccc(-c3ccccc3)cc2[C@@H]2[C@@H](CCN2C(=O)c2ccc3c(c2)OCO3)[C@H]1CO	-1.5	6	-11	106*
O=C(C[C@@H]1C[C@H]2c3cc(NC(=O)NC4CCCCC4)ccc3O[C@H]2[C@H](CO)O1)NCc1cccnc1	-0.4	39	0	3
O=C(NCCCN1CCOCC1)[C@H]1[C@H](CO)[C@H]2Cn3c(ccc(C4=CCCCC4)c3=O)[C@@H]1N2	-3.3	.	22	33
Cc1noc(C)c1S(=O)(=O)N(C)C[C@@H]1OCCCC[C@@H](C)Oc2ccc(NC(=O)Nc3ccc(C(F)(F)F)cc3)cc2C(=O)N([C@@H](C)CO)C[C@@H]1C	-1.2	-15	20	86
C[C@H]1CN([C@@H](C)CO)C(=O)Cc2cc(NC(=O)c3ccncc3)ccc2O[C@@H]1CN(C)C(=O)Nc1ccc(F)cc1	-3.2	24	-1	12
COc1ccc(-c2ccc([C@@H]3[C@H](C#N)N[C@H]3CO)cc2)cc1	-4.2	56	0	1
Cc1noc(C)c1S(=O)(=O)Nc1ccc2c(c1)C(=O)N([C@H](C)CO)C[C@@H](C)[C@@H](CN(C)CC1CCCCC1)OCCCC[C@H](C)O2	-2.2	5	10	6
C[C@@H](NC(=O)C[C@H]1CC[C@@H]2[C@@H](COc3ccc(NC(=O)C4CCOCC4)cc3C(=O)N2C)O1)c1ccccc1	-2.7	-8	-2	-2
C[C@H]1CN([C@@H](C)CO)C(=O)c2cccc(NC(=O)C3CCCCC3)c2O[C@H]1CN(C)C(=O)Nc1ccc2c(c1)OCO2	-0.3	17	0	47
CN1c2ccc(Br)cc2[C@H]2[C@H](CCN2C(=O)CN2CCOCC2)[C@H]1CO	1.0	45	4	29
CC(=O)N(C)C[C@H]1Oc2ncc(C#C[C@@H](C)O)cc2C(=O)N([C@H](C)CO)C[C@@H]1C	-0.2	9	-3	57
C[C@@H]1CN([C@H](C)CO)C(=O)c2cc(NC(=O)Nc3ccc4c(c3)OCO4)ccc2O[C@@H]1CN(C)S(=O)(=O)c1cccs1	-0.2	8	3	-11
CO[C@H]1CN(C)C(=O)c2ccc(NS(=O)(=O)c3ccccc3F)cc2OC[C@@H](C)NC[C@H]1C	0.3	11	.	24
COc1ccccc1CNC(=O)C[C@H]1CC[C@@H]2[C@H](COC[C@@H](O)CN2C(=O)Nc2ccc(C(F)(F)F)cc2)O1	-1.1	-12	.	40
N#C[C@@H]1[C@H](c2ccc(C3=CCCC3)cc2)[C@H](CO)N1C(=O)Nc1ccccc1F	-2.2	34	-1	81
CC(C)COC(=O)N(C)C[C@@H]1OCc2ccccc2-c2ccccc2C(=O)N([C@@H](C)CO)C[C@H]1C	0.0	10	1	43
CO[C@H]1CN(C)C(=O)c2cc(NC(C)=O)ccc2OC[C@H](C)NC[C@@H]1C	-0.7	27	1	-21
COc1ccc(C#Cc2cnc3c(c2)C(=O)N([C@H](C)CO)C[C@H](C)[C@H](CN(C)Cc2cccc(C)c2)O3)cc1OC	-0.8	-25	21	62
CN(C[C@H]1[C@H](c2ccccc2)[C@@H](CO)N1Cc1ccccn1)S(C)(=O)=O	-1.1	11	1	-8

Given with values under each structure: 6 of the compounds above
Order of values: KDM4C inh, Pf Dd2 growth, C diff growth, Tcruzi prolif
- C[C@H]1CN([C@@H](C)CO)C(=O)c2cccc(NC(=O)C3CCCCC3)c2O[C@H]1CN(C)C(=O)Nc1ccc2c(c1)OCO2
  -0.3, 17, 0, 47
- COc1ccc(-c2ccc([C@@H]3[C@H](C#N)N[C@H]3CO)cc2)cc1
  -4.2, 56, 0, 1
- Cc1noc(C)c1S(=O)(=O)N(C)C[C@@H]1OCCCC[C@@H](C)Oc2ccc(NC(=O)Nc3ccc(C(F)(F)F)cc3)cc2C(=O)N([C@@H](C)CO)C[C@@H]1C
  -1.2, -15, 20, 86
- CC(C)COC(=O)N(C)C[C@@H]1OCc2ccccc2-c2ccccc2C(=O)N([C@@H](C)CO)C[C@H]1C
  0.0, 10, 1, 43
- CO[C@H]1CN(C)C(=O)c2cc(NC(C)=O)ccc2OC[C@H](C)NC[C@@H]1C
  -0.7, 27, 1, -21
- C[C@H]1CN([C@@H](C)CO)C(=O)Cc2cc(NC(=O)c3ccncc3)ccc2O[C@@H]1CN(C)C(=O)Nc1ccc(F)cc1
  -3.2, 24, -1, 12

Continuation:
SMILES	KDM4C inh	Pf Dd2 growth	C diff growth	Tcruzi prolif
CCS(=O)(=O)N1CC2(C1)[C@H](c1ccccc1)[C@H](CO)N2Cc1ccccn1	1.8	10	-3	.
COc1ccc2c3c([nH]c2c1)[C@@H](CO)N(C(=O)Nc1ccc(F)cc1)CC31CN(S(=O)(=O)c2ccc(C)cc2)C1	-1.0	-60	-7	.
Cc1ccccc1S(=O)(=O)N1CC[C@H]2[C@H](CO)Nc3ccc(-c4ccccc4)cc3[C@H]21	-0.2	17	66	93
COc1ccccc1NC(=O)N[C@@H]1CC[C@@H](CCNC(=O)Cc2ccccn2)O[C@H]1CO	1.4	4	0	.
Cc1noc(C)c1S(=O)(=O)N(C)C[C@@H]1OCCCC[C@@H](C)Oc2ccc(NC(=O)NC3CCCCC3)cc2C(=O)N([C@@H](C)CO)C[C@@H]1C	3.4	-70	7	5
C[C@@H]1CN([C@H](C)CO)C(=O)c2cc(NC(=O)Nc3ccccc3)ccc2O[C@@H](C)CCCCO[C@@H]1CN(C)C(=O)C1CCCCC1	.	-86*	3	73
C[C@@H]1CN([C@@H](C)CO)C(=O)c2cc(-c3ccccc3F)cnc2O[C@H]1CN(C)Cc1ccccc1F	.	-20	1	?
COc1ccc2c3c(n(C)c2c1)[C@@H](CO)N(Cc1ccc(Cl)cc1)CC31CN(C(=O)NC(C)C)C1	.	-32	21	.
C[C@@H]1CN([C@@H](C)CO)C(=O)Cc2cc(NC(=O)CCC(F)(F)F)ccc2O[C@H]1CN(C)S(=O)(=O)c1cccs1	-0.4	-12	3	15
C[C@H]1CN([C@@H](C)CO)C(=O)c2cc(C#CC3(O)CCCC3)cnc2O[C@@H]1CN(C)C(=O)C1CCOCC1	-0.5	33	.	.
Cc1noc(C)c1S(=O)(=O)Nc1ccc2c(c1)CC(=O)N([C@@H](C)CO)C[C@@H](C)[C@H](CN(C)C(=O)NC(C)C)O2	-0.5	12	1	37
C[C@@H]1CN([C@@H](C)CO)C(=O)c2cc(C#CC(C)(C)O)cnc2O[C@@H]1CN(C)C(=O)C1CC1	-0.5	16	-5	36
C[C@H]1CN([C@@H](C)CO)C(=O)Cc2cc(NC(=O)C3CCCCC3)ccc2O[C@@H]1CN(C)Cc1ccc(C(=O)Nc2ccccc2N)cc1	-0.9	-88*	14	.
CC(C)C#Cc1ccc2c(c1)O[C@@H](CN(C)S(C)(=O)=O)[C@H](C)CN([C@H](C)CO)S2(=O)=O	1.9	-40	4	48
C/C=C/c1ccccc1[C@H]1[C@@H](C#N)N(S(=O)(=O)c2cccc(F)c2)[C@H]1CO	-1.5	-13	93	.
C[C@@H]1CN([C@H](C)CO)C(=O)Cc2cc(NS(=O)(=O)c3cn(C)cn3)ccc2O[C@@H]1CN(C)S(=O)(=O)c1cccs1	-0.5	19	-5	24
COc1ccc(-c2cnc3c(c2)C(=O)N([C@H](C)CO)C[C@@H](C)[C@H](CN(C)Cc2ccc(C(=O)O)cc2)O3)cc1	-1.2	42	0	-89
C[C@@H]1CN([C@H](C)CO)C(=O)c2cc(NC(=O)NC3CCCCC3)ccc2O[C@@H](C)CCCCO[C@H]1CN(C)S(=O)(=O)c1ccc(Cl)cc1	0.0	.	-1	87
CO[C@@H]1CN(C)C(=O)c2ccc(NC(=O)C3CCCC3)cc2OC[C@H](C)N(C(=O)CC2CC2)C[C@H]1C	0.4	25	.	53
O=C(NCC[C@H]1CC[C@@H](NS(=O)(=O)Cc2ccccc2)[C@H](CO)O1)C1CCCCC1	0.0	-26	0	.
CCC(=O)Nc1ccc2c(c1)OC[C@H](C)N(C(=O)c1ccc(F)cc1)C[C@H](C)[C@@H](OC)CN(C)C2=O	-0.5	10	-4	.
O=S(=O)(c1ccccc1F)N1[C@@H]2CNC[C@H]1C2c1ccc(/C=C/c2ccccc2)cc1 (some centres not stated)	0.1&-1.0	36&-37	-20&54	.
CC(=O)N1[C@@H]2c3ccc(C4=CCCC4)c(=O)n3C[C@H]1[C@H](CO)[C@H]2C(=O)NC1CCC1	0.8	13	2	27
C[C@@H]1CCCCO[C@@H](CN(C)Cc2ccc(Cl)c(Cl)c2)[C@H](C)CN([C@H](C)CO)C(=O)c2cc(NC(=O)c3ccccc3)ccc2O1	-0.1	-81*	10	.
O=C(C[C@@H]1CC[C@H]2[C@@H](COC[C@H](O)CN2Cc2ccc(Oc3ccccc3)cc2)O1)N1CCc2ccccc2C1	.	-38	48&13	41
C[C@H](CO)N1C[C@H](C)[C@H](CN(C)C(=O)Nc2ccc(F)cc2)Oc2c(NC(=O)C3CCCCC3)cccc2C1=O	-0.1	22	0	27
COc1ccc(CN(C)C[C@@H]2OCCCC[C@H](C)Oc3ccc(NS(=O)(=O)c4ccccc4)cc3C(=O)N([C@H](C)CO)C[C@H]2C)cc1	0.7	-34	1	43
C[C@@H]1CCCCO[C@@H](CN(C)Cc2ccccc2)[C@H](C)CN([C@@H](C)CO)C(=O)c2cc(NC(=O)c3ccccc3)ccc2O1	-0.1	-53	-5	44
CC(C)NC(=O)N(C)C[C@H]1Oc2c(NS(=O)(=O)c3ccc(F)cc3)cccc2C(=O)N([C@H](C)CO)C[C@@H]1C	-0.6	-29	0	.
Cc1ccccc1NC(=O)Nc1ccc2c(c1)C(=O)N(C)[C@@H]1CC[C@H](CC(=O)NCC3CC3)O[C@H]1CO2	1.0	5	0	37
CNC[C@@H]1Oc2ncc(-c3cccc(C(F)(F)F)c3)cc2C(=O)N([C@H](C)CO)C[C@@H]1C	1.4	3	4	.
C[C@@H]1CN([C@H](C)CO)C(=O)c2cccc(NS(=O)(=O)c3ccc(Cl)cc3)c2O[C@@H]1CN(C)CC1CCCCC1	0.6	-16	15	29
CCCNC(=O)N1C[C@@H](O)COC[C@H]2O[C@H](CC(=O)NCc3ccc(Cl)c(Cl)c3)CC[C@@H]21	-0.9	25	-4&-7	10
C[C@H](CO)N1C[C@H](C)[C@@H](CN(C)C(=O)c2cccc(F)c2)Oc2ncc(C3=CCCCC3)cc2C1=O	-1.0	-36	1	51
C[C@@H]1CCCCO[C@H](CN(C)Cc2ccccc2)[C@H](C)CN([C@H](C)CO)C(=O)c2cc(NS(=O)(=O)c3ccccc3)ccc2O1	0.8	-58	.	101*
C[C@H]1CN([C@@H](C)CO)C(=O)c2cc(/C=C/c3ccccc3)cnc2O[C@@H]1CN(C)S(=O)(=O)c1cn(C)cn1	-1.4	-25	-7	53
C[C@@H]1CN([C@@H](C)CO)C(=O)c2cccc(NS(=O)(=O)c3ccccc3)c2O[C@H]1CN(C)S(=O)(=O)c1ccc(F)cc1	-3.4	32	-5	41
COc1ccccc1-c1ccc([C@@H]2[C@@H](CO)N(C(=O)C3CC3)C23CN(C(C)=O)C3)cc1	-1.1	-15	3	.
CCc1cnc(N2[C@@H](C#N)[C@H](c3ccc(C4=CCCC4)cc3)[C@@H]2CO)s1	2.8	-28	2	87
C[C@H]1CN([C@@H](C)CO)C(=O)Cc2cc(NC(=O)Cn3cnnn3)ccc2O[C@H]1CN(C)S(=O)(=O)c1ccccc1	-0.3	-5	2	6

Record cards (already shown). Values in the order: KDM4C inh, Pf Dd2 growth, C diff growth, Tcruzi prolif
C[C@@H]1CCCCO[C@@H](CN(C)Cc2ccc(Cl)c(Cl)c2)[C@H](C)CN([C@H](C)CO)C(=O)c2cc(NC(=O)c3ccccc3)ccc2O1 across the screens: -0.1, -81*, 10, .
CCC(=O)Nc1ccc2c(c1)OC[C@H](C)N(C(=O)c1ccc(F)cc1)C[C@H](C)[C@@H](OC)CN(C)C2=O across the screens: -0.5, 10, -4, .

Other results
SMILES	KDM4C inh	Pf Dd2 growth	C diff growth	Tcruzi prolif
C[C@@H]1CN([C@H](C)CO)C(=O)c2cccc(NC(=O)Nc3ccc(C(F)(F)F)cc3)c2O[C@@H]1CN(C)Cc1ccccc1	-2.0	-15	17	34
Cc1noc(C)c1NC(=O)Nc1cccc2c1O[C@H](CN(C)Cc1ccncc1)[C@@H](C)CN([C@H](C)CO)C2=O	9.1	-5	-4	25
C[C@@H]1CN([C@@H](C)CO)C(=O)c2cccc(NC(=O)Nc3ccc(C(F)(F)F)cc3)c2O[C@@H]1CN(C)S(C)(=O)=O	1.5	-3	-5	.
COc1ccc(S(=O)(=O)N(C)C[C@@H]2OCc3ccccc3-c3c(n(C)c4ccccc34)C(=O)N([C@@H](C)CO)C[C@@H]2C)cc1	-1.5	-87*	.	?

Screens deposited in PubChem BioAssay by Broad Institute.
